# TRb-SRC2 inh: TRbeta-SRC2 interaction inhibition; TRbeta-SRC2 peptide binding, fluorescence polarization; receptor liganded with 1 µM T3; AID 1469; Potency, µM (top dose mostly 106 µM), for inactives: at the top dose activity change, negative = inhibition, most hits filed as inhibitors; 0.065% of 280,000 active; P10828;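 also: plate controls were bound peptide for no effect and peptide without receptor for full effect; nearly all actives have a fitted effect of over 50% in size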
#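 Fluorescence polarization of 20 nM Texas Red SRC2 peptide with 0.6 uM human TRb ligand-binding domain, in Tris buffer with 1uM T3 and 5% DMSO. Incubated 5 hr ambient; normalized to unbound and bound controls.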
# TR SRC2 fluor cs: alters Texas Red total fluorescence, flagging assay interference; Potency, µM (titrated, usually from 106 µM), inactives show at the highest dose fluorescence change, negative = quenching; TRb/SRC2 Texas Red total fluorescence interference; AID 1479; 0.29% of 280,000 active; active = well fitted curve in either direction with a large enough effect; inconclusive = small, poorly fitted or top-dose-only effect; also: % is scaled to controls: 0 for no effect and ±100 for the full control effect
#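 Flags fluorescent or light-absorbing compounds by total fluorescence, S + 2P, at 555 nm excitation and 632 nm emission. Mixture: 20 nM Texas Red SRC2 peptide, 0.6 uM human TRb LBD, 1 uM T3, 5% DMSO; compound exposure 5 h at ambient temperature.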
# Tau FP inhib: inhibitors of human tau fibril formation; 0.39% of 280,000 active; P10636; Potency, µM (series often up to 57.7 µM), for the others: top-dose activity, negative = inhibition, usual class: inhibitors; K18 P301L tau heparin fibrillization, Alexa594 FP, 6 h; also: % is scaled to controls: 0 for no effect and ±100 for the full control effect; nearly all actives have a fitted effect of over 55% in size
# Target sequence (P10636 561-689 P618L limits assumed): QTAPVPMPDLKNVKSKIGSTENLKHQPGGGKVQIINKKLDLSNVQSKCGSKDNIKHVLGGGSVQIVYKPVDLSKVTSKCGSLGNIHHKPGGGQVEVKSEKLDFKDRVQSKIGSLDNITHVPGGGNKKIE
#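 Steps: dispense K18 P301L tau (15 uM plus 0.24 uM Alexa 594 tracer, final) in pH 7 sodium acetate; add compound; add heparin (20 uM final); incubate 6 hr, 37 C; add ThT (30 uM final); after 1 hr ambient, read FP.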
# Tau fluor cs: counter-screen for tau fibril formation inhibitors. tau K18 P301L Alexa594 fluorescence, heparin fibrillization. 0.93% of 280,000 active. Potency, µM (titrated, usually from 57.7 µM), inactives show at the top dose activity change, negative = decrease. AID 1463; also: % is scaled to controls: 0 for no effect and ±100 for the full control effect; nearly all actives have a fitted effect of over 55% in size
#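 Human tau K18 P301L (15 uM unlabeled, 0.24 uM Alexa 594-labeled) in 100 mM sodium acetate pH 7 with 20 uM heparin, 6 hr at 37 C. ThT 30 uM added, 1 hr ambient; Alexa 594 FP and total fluorescence read at 555/632 nm.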
# Tau ThT inhib: inhibitors of human tau fibril formation, thioflavin T binding. recombinant tau K18 P301L (four-repeat tau fragment), heparin-induced fibrillization, ThT fluorescence. Potency, µM (titrated, usually from 57.4 µM), for the others: at the highest dose activity, negative = inhibition, usual class: inhibitors. 2.1% of 270,000 active; also: % is scaled to controls: 0 for no effect and ±100 for the full control effect; nearly all actives have a fitted effect of over 55% in size
#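 Aggregation was driven by heparin (20 uM final) acting on recombinant tau […] bearing P301L in 100 mM sodium acetate pH 7; fibrils were detected with Thioflavin T.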
# HTT cytoprotect: Huntington cell model cytoprotection by ATP luminescence. PC12 HTT-Q103 induced, cytoprotection, ATP luminescence, 40 h. Potency, µM (doses to about 56.4 µM), for the others: cytoprotection (ATP increase), hits mostly activators. 0.14% of 230,000 active;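 also: % of control where 0% means no effect; nearly all actives have a fitted effect of over 45% in size; toxic huntingtin expression switched on by the ecdysone agonist tebufenozide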
#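 PC12 cells stably carrying ecdysone-inducible Htt exon 1 (Q103)–GFP were induced with 100 nM tebufenozide (final) alongside library compounds in a dose series. Cytoprotection was scored as retained ATP by ATPlite luminescence.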
# RECQ1 inh: RECQ1 (human) helicase inhibition; P46063; RECQ1 DNA unwinding, red fluorescence kinetic read; Potency, µM (titrated, usually from 57.3 µM), for inactives: top-dose activity, negative = inhibition, usual class: inhibitors; 0.54% of 240,000 active; AID 2549;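 also: plate controls were vehicle for no effect and no enzyme for full effect; nearly all actives have a fitted effect of over 30% in size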
#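 RECQ1T1 50 nM; forked duplex (20 bp + 30-nt ss tails) 200 nM, ATP 2 mM final; pH 8.0, 2 mM MgCl2, 2.5 ug/ml poly(dI-dC); 15 min compound preincubation; discontinuous kinetic read over 2 h at RT.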
# L3MBTL1 inh: inhibitors of human L3MBTL1; AlphaScreen L3MBTL1–H3K9me1 peptide binding; AID 485360; Potency, µM (series often up to 57.1 µM), for the others: at the top dose activity, negative = inhibition, actives largely listed as inhibitors; 0.66% of 230,000 active; Q9Y468; also: % is scaled to controls: 0 for no effect and ±100 for the full control effect; nearly all actives have a fitted effect of over 60% in size
# Target sequence (Q9Y468 whole entry, looked up): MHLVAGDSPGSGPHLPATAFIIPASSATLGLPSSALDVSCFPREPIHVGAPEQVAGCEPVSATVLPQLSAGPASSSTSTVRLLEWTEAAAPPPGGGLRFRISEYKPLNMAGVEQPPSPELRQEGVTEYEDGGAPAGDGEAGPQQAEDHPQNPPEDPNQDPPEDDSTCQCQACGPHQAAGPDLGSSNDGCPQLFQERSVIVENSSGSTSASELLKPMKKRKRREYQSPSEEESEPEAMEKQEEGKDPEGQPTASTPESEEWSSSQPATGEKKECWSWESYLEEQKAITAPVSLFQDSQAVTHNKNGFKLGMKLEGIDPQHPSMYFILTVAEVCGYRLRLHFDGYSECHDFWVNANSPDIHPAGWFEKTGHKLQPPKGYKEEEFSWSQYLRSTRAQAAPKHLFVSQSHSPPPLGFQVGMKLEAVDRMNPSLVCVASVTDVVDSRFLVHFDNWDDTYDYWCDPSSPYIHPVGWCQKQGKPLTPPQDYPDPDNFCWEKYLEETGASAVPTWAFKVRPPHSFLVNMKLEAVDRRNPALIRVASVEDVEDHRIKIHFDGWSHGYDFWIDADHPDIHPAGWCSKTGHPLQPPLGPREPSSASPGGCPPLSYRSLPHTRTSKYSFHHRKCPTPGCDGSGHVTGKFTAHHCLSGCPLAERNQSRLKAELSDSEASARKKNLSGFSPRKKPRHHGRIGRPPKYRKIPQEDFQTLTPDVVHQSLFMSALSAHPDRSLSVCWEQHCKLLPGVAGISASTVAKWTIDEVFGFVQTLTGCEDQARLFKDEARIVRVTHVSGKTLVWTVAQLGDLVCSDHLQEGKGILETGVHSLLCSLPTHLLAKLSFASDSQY
#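 L3MBTL1 (50 nM) pre-complexed 30 min with biotinylated H3(1-15)K9me1 peptide (75 nM), then compounds added for 30 min at room temperature; AlphaScreen streptavidin donor/nickel chelate acceptor beads (10 ug/mL final) read after 30 min dark incubation.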
# * = called active by the depositor; i = inactive; ? = inconclusive; . = no result given; [ ] = another dose, or the depositor's remark. Unless noted, calls follow the shape of the dose curve; as a rule, active = well fitted curve in the direction sought with a large enough effect; inconclusive = small, poorly fitted or top-dose-only effect, or another doubt; inactive = no such curve, though single readings can be large; an effect the other way counts as inactive or inconclusive. Potency is read from the fitted curve at half-maximal effect.
SMILES | TRb-SRC2 inh | TR SRC2 fluor cs | Tau FP inhib | Tau fluor cs | Tau ThT inhib | HTT cytoprotect | RECQ1 inh | L3MBTL1 inh
O=C(CSCc1ccc(Br)cc1)N=Nc1c(O)[nH]c2ccccc12 | -1% | 2% | -16% | -18% | ? | 32%[10 µM] | -15% | -11%
Cc1cc(NC(=O)c2c(C)noc2C)no1 | 1% | -1% | -5% | -5% | -11% | 16%[10 µM] | 3% | 7%
O=S(=O)(CCc1nc2ccccc2s1)c1ccc(Cl)cc1 | -1% | -1% | -9% | -11% | -10% | -4% | -11% | .
CN1[C@H](Cc2ccccc2)C=C[C@]1(C)C(=O)NCC1CC1 | -4% | -4% | -1% | -15% | ? | 19% | -4% | .
COc1ccc(C(O)c2nccc3cc(OC)c(OC)cc23)cc1OC (stereo unspecified) | -5% | 1% | 3% | -9% | -15% | 32%[10 µM] | 16% | .
CN(C)C(=O)c1nnc(Cc2ccc(Cl)cc2)o1 | 7% | -2% | -7% | -4% | -2% | -5% | i | 5%
Cc1ccc(S(=O)(=O)N2CC(O)CC2C(=O)NCc2ccc3c(c2)OCO3)cc1 (stereo unspecified) | 6% | -1% | 3% | 10% | 10% | . | i | 13%
CN(C)C(CNC(=O)c1cc(S(=O)(=O)N(C)c2ccccc2)ccc1Cl)c1ccccc1 (stereo unspecified) | -5% | -1% | 1% | -3% | -1% | 25%[10 µM] | -4% | -9%
COc1ccc(NC(=O)CCc2c(C)nc3nc(CNC(=O)OC(C)(C)C)nn3c2C)cc1OC | 0% | 1% | 2% | -7% | -4% | . | . | .
Cc1cc(C)n(CCNC(=O)c2cc(COc3ccc4ncccc4c3)on2)n1 | -4% | -1% | 6% | 11% | ? | 7%[10 µM] | i | 5%
CCOc1ccc(C(C)NC(=O)Cc2ccccc2F)cc1OCC (stereo unspecified) | 2% | -1% | -6% | 1% | 2% | -18% | -14% | 4%
CCOC(=O)C1CCN(Cc2cn[nH]c2-c2ccc(C)cc2)CC1 | -9% | -5% | -4% | 8% | 9% | -8% | 2% | 11%
CN(C)C(=O)COC(=O)c1ccccc1OCC(=O)Nc1ccc(SC(F)F)cc1 | -5% | -1% | -3% | -21% | -12% | 9%[10 µM] | -7% | 3%
COC(=O)C1=C(O)/C(=C/c2cccc(OC)c2O)N=C1C | -5% | -4% | 2% | -14% | ? | -12%[10 µM] | -8% | -6%
COc1ccc2nc(C)cc(N3CCOCC3)c2c1 | -3% | 0% | -2% | 0% | -8% | 33% | 17% | -13%[11.4 µM]
CC1CCc2c(sc(NC(=O)c3nc4ncccn4n3)c2C#N)C1 (stereo unspecified) | -1% | 1% | -17% | -24% | ? | -9%[10 µM] | -3% | .
Cc1c(Cl)cccc1NC(=O)C(=O)NNC(=O)c1ccccc1F | -2% | -1% | 13% | 11% | -7% | . | i | 12%
Cc1ccc(-c2cn3nc(C)c(C)nc3n2)cc1 | 0% | -5% | 3% | -12% | ? | -127%[inhibitor][0.074 µM] | -9% | 6%[11.4 µM]
COC(=O)C[C@H]1c2ccccc2C2=C(C[C@@H](C)[C@H]3C(=O)NC(=O)[C@@H]23)N1C(=O)OC | -8%[11.2 µM] | 1%[11.2 µM] | 4%[11.6 µM] | -4%[11.6 µM] | -2%[11.5 µM] | -5%[10 µM] | 10%[11.5 µM] | .
O=C(c1ccc(S(=O)(=O)N2CCCCC2)cc1)N1CCN(c2ccccc2)CC1 | -16% | 3% | -1% | 1% | -1% | 1% | i | .
CC1(C)CC(=O)C2=C(C1)OC(N)=C(C#N)C2c1cn(-c2ccccc2)nc1-c1ccc(F)cc1 (stereo unspecified) | -7% | -2% | -12% | ? | ? | -3%[10 µM] | -5% | 2%
CCOC(=O)c1ccccc1NC(=O)C=C(C)C | 2% | -4% | 0% | -13% | -5% | -3%[10 µM] | 3% | 15%
O=c1c2[nH]c3ccccc3c2ncn1CCN1CCCCC1 | 2% | -2% | 6% | 1% | 2% | -35% | 3% | 8%
Cc1ccc(NC(=O)/C(=C\c2ccc([N+](=O)[O-])cc2)NC(=O)c2ccccc2)cc1 | 1% | 2% | 8% | -22% | -13% | -67%[inhibitor] | 12% | 2%
COc1ccccc1Cn1c(CO)nc2ccccc21 | 2% | -4% | -2% | 2% | . | ? | i | .
Cc1ccc(NC(=O)Cc2ccc([N+](=O)[O-])cc2)c(Br)c1 | 4% | -4% | -1% | -10% | -8% | . | -9% | 3%
COC(=O)COc1cccc2c(=O)n(CC(=O)NCCc3ccccc3)ccc12 | 2% | -3% | 7% | -7% | -4% | . | -7% | 6%
CCOC(=O)C(=O)Nc1nnc(SCc2ccc(F)cc2)s1 | 2% | -1% | 6% | -4% | -9% | . | -13% | 5%
COc1ccc(Nc2cc(C(=O)NCCCN(C)C3CCCCC3)c3ccccc3n2)c(OC)c1 | -3% | -1% | 4% | ? | ? | . | . | .
C/C(=N\Nc1nc(N2CCCCCC2)nc(N2CCCCCC2)n1)c1ccccc1 | -10% | -1% | -3% | -15% | -19% | -44%[inhibitor] | i | .

# 3 compounds from above, arranged by molar mass, ascending.
SMILES | TRb-SRC2 inh | TR SRC2 fluor cs | Tau FP inhib | Tau fluor cs | Tau ThT inhib | HTT cytoprotect | RECQ1 inh | L3MBTL1 inh
COC(=O)COc1cccc2c(=O)n(CC(=O)NCCc3ccccc3)ccc12 | 2% | -3% | 7% | -7% | -4% | . | -7% | 6%
C/C(=N\Nc1nc(N2CCCCCC2)nc(N2CCCCCC2)n1)c1ccccc1 | -10% | -1% | -3% | -15% | -19% | -44%[inhibitor] | i | .
CC1(C)CC(=O)C2=C(C1)OC(N)=C(C#N)C2c1cn(-c2ccccc2)nc1-c1ccc(F)cc1 (stereo unspecified) | -7% | -2% | -12% | ? | ? | -3%[10 µM] | -5% | 2%

# Going on with the list.
SMILES | TRb-SRC2 inh | TR SRC2 fluor cs | Tau FP inhib | Tau fluor cs | Tau ThT inhib | HTT cytoprotect | RECQ1 inh | L3MBTL1 inh
O=C(Nc1sc2c(c1C(=O)N1CCCCC1)CCCC2)c1ccccc1Cl | 5% | -5% | 3% | -5% | -3% | . | . | .
CCN(C(=O)COc1cccc2cccnc12)C1CCS(=O)(=O)C1 (stereo unspecified) | 4% | 1% | ? | -28% | 25µM* | -7%[10 µM] | i | -13%
Cc1cc(C)c2c(N=NN3CCCCC3)[nH]nc2n1 | -2% | -60% | 0% | -13% | ? | 32%[10 µM] | -9% | -3%
O=C(NNc1cc(C(F)(F)F)nc2ccccc12)Nc1cccc(Cl)c1 | -3% | -3% | -8% | ? | . | 15%[10 µM] | -10% | .
C1CCN=C(Nc2nn[nH]n2)CC1 | -2% | -4% | -6% | -6% | -2% | -11% | -2% | .
O=C(CS(=O)CC(=O)N(c1ccccc1)C(C(=O)NC1CCCCC1)c1ccco1)Nc1ccc(F)cc1 (stereo unspecified) | -1% | 2% | -6% | -4% | 0% | -5%[10 µM] | i | 2%
NS(=O)(=O)c1ccc(N/N=C/c2cn(-c3ccccc3)nc2-c2ccccc2)c([N+](=O)[O-])c1 | 5% | 3% | 4% | 18µM*[quencher] | 16µM* | -71%[inhibitor][10 µM] | i | -21%
Cc1cccc(/C(N)=N/OC(=O)COc2ccccc2Cl)c1 | -7% | -1% | -2% | -19% | -17% | . | -5% | 180%[activator]
COCc1[nH][nH]c(=O)c1C=Nc1ccccc1 | -13% | 1% | 6% | 0% | -10% | 9% | 0% | .
O=S(=O)(c1ccccc1)c1ccccc1/C=N\O | 5% | 6% | 5% | 0% | 8% | -7% | 1% | -1%
Cc1cc(F)ccc1S(=O)(=O)Nc1ccccc1C(=O)Nc1ccccc1-c1nc2ccccc2[nH]1 | 4% | 2% | 13µM* | ? | 8% | -2%[10 µM] | -7% | 19%
CC(C)(C)c1ccc(C(=O)Nc2cc(-c3ccccc3)nn2-c2ccccc2)cc1 | -2% | -2% | -9% | 9% | 13% | . | . | .
Cc1oc(-c2ccc(Cl)cc2)cc1-c1nn2c(-c3ccoc3C)nnc2s1 | 10% | ? | 11% | 16% | -9% | 4% | 14µM* | ?
CSCCC(N=C(NS(=O)(=O)c1ccccc1)c1ccccc1)C(=O)O (stereo unspecified) | -3% | 4% | 3% | -2% | -4% | 17%[10 µM] | 3% | 10%
CN(Cc1c(F)cccc1Cl)C(=O)C1CC(=O)N(CCc2ccccc2)C1 (stereo unspecified) | -1% | -5% | -2% | -6% | 0% | -5% | -3% | .
COc1ccc(C(C)NC(=O)c2ccc(Br)cc2)cc1OC (stereo unspecified) | 6% | 1% | 4% | 13% | 11% | -19%[10 µM] | -14% | -7%
CCC(C)c1ccc(NC(=O)C2CCN(c3ccc(C(F)(F)F)cn3)CC2)cc1 (stereo unspecified) | 0% | 0% | ? | -13% | -8% | -11%[10 µM] | i | 9%
O=C(CN(CC1CCCO1)C(=O)CNS(=O)(=O)c1ccc(Cl)cc1)NCC1CCCO1 (stereo unspecified) | -20% | -2% | -8% | -7% | -9% | -10%[1.9 µM] | -3% | -5%
CC(/C=N\NC(=O)Cn1cncn1)=C/c1ccc(C(C)C)cc1 | -6% | -6% | 1% | -18% | ? | 28%[10 µM] | -5% | -7%
CCOC(=O)C1=C(c2ccccc2)OC(N)=C(C#N)C1c1ccc(Br)s1 (stereo unspecified) | 9% | ? | ? | ? | ? | -2%[1.9 µM] | -3% | 0%
CCOC(=O)c1sc2nc3n(c(=O)c2c1C)CCC3 | -8% | -1% | -12% | -6% | ? | 20%[10 µM] | -4% | -5%
CC(C)NC(=O)COC(=O)c1ccc(S(=O)(=O)N2CCCC2)cc1 | -7% | 4% | -1% | -5% | -6% | -44% | -2% | .
O=C(CN1C(=O)C2C3C=CC(C3)C2C1=O)NCCC1=CCCCC1 (stereo unspecified) | -23% | 0% | 10% | 11% | 9% | -17%[10 µM] | 7% | 0%
COc1ccccc1CNc1cc(-c2ccccc2)ccc1OC | 4% | -8% | ? | -29% | -11% | 15%[10 µM] | -5% | -6%
CCCCCCc1cc2cc(-c3nnc(-c4ccccc4OC)o3)c(=O)oc2cc1O | -6% | 0% | -5% | -8% | ? | -15% | i | .

# Compound activity: PubChem BioAssay, National Center for Advancing Translational Sciences (NCATS)

# An excerpt; rates above refer to the full screens.
